# VLA-4 inh: inhibition in a human VLA-4 binding assay; P13612; VLA-4 expressing cells, ligand binding flow cytometry; inhibition, % (about 7 µM as worked out from the volumes in the protocol); 330,000 tested, 0.2% active; AID 2557; in the data active means inhibition above about 50%
# GLD-1 TGE inh: GLD-1-TGE RNA interaction inhibition (C. elegans) | Q17339 | purified GLD-1 + fluorescein TGE RNA, fluorescence polarization | inhibition, % at 5.96 µM | 320,000 tested, 0.44% active;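 active means percent inhibition above a per-plate cutoff, the plate mean of test compounds plus 3 SD, cut at about 30% in these data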;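 further: 0% = DMSO wells with GLD-1 and probe and 100% = wells lacking GLD-1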
# Target sequence (Q17339 whole entry, looked up): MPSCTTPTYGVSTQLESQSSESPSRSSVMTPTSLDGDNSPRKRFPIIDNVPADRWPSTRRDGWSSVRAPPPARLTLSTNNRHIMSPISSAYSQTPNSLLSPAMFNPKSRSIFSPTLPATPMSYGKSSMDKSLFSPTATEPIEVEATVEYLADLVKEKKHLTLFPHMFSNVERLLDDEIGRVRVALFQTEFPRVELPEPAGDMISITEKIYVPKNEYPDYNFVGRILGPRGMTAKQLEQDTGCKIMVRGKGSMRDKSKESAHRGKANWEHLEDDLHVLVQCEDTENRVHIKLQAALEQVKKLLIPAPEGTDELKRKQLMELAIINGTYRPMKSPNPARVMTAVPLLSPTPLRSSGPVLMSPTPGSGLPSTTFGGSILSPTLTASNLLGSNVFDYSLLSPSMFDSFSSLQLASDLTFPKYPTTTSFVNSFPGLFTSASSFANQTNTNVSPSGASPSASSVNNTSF
# GRK2 inh: blocks RNA aptamer binding to human GRK2; P25098; bead flow cytometry, FAM-aptamer displacement from GRK2; inhibition of aptamer binding, % at 10 µM; 330,000 tested, 0.59% active; AID 488847;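 active means inhibition of aptamer binding above 40%, roughly 3 SD of noise, on plates passing a quality check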;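 further: median bead fluorescence of bound FAM aptamer so fluorescent compounds give negative values; no value below 0 was filed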
# CIT2-GFP yeast: yeast TOR pathway CIT2-GFP modulation; 320,000 tested, 0.065% active; GFP response vs DMSO, % at 10 µM; S. cerevisiae CIT2-GFP strain, flow cytometry, 3 h; 100 means same as DMSO wells;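 active means GFP response relative to DMSO above a set limit, near the screen mean plus 3 SD, cut at about 150% in these data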;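 further: ratio of well median GFP fluorescence to mean of DMSO wells on the plate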
# AGP1 TOR yeast: yeast TOR pathway AGP1-GFP modulation; S. cerevisiae AGP1-GFP multiplex flow cytometry, 3 h; GFP as percent of DMSO wells; GFP response vs DMSO, % at 10 µM; 320,000 tested, 0.02% active; AID 2066;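 active means GFP response relative to DMSO above a set limit, near screen average plus 3 SD, cut at about 150% in these data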;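 further: median GFP channel fluorescence of the gated AGP1 strain per well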
# CR mimetic SO: yeast age-related superoxide inhibition as caloric restriction mimetic | S. cerevisiae aged cells, superoxide DHE fluorescence; stronger effect = lower value | superoxide response (% of plate mean), % at 10 µM | 330,000 tested, 0.18% active;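 active means superoxide response under a set limit, about three screen SD below normal, cut at about 65% in these data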;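 further: yeast aged for seven days with compound at 30 °C before DHE staining; 100% = average MFI of all compound-treated wells on the plate with controls excluded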
# MCL1-BIM inh: MCL1-BIM-BH3 interaction inhibition (human) | Q07820 | 320,000 tested, 0.68% active | AID 2057 | inhibition, % at 10.9 µM | GST-MCL1 / FITC-Bim-BH3 fluorescence polarization;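 active means inhibition above the mean inhibition of all tested compounds plus 3 SD, set per campaign, cut at about 40% in these data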;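 further: 0% = DMSO wells and 100% = unlabeled Bim-BH3 peptide control; higher means more loss of mP so more displacement of Bim peptide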
# Target sequence (Q07820 whole entry, looked up): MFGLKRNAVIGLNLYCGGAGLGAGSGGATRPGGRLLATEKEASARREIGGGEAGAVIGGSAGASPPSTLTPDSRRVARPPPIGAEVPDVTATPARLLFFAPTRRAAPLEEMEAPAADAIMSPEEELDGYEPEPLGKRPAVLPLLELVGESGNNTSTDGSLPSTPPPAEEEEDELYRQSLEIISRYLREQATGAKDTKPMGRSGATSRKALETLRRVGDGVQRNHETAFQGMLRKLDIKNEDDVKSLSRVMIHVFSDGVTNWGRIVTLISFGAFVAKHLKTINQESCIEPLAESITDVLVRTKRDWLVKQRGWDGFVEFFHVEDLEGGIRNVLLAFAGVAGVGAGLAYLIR
# MEX-5 binding: C. elegans MEX-5 TCR-2 RNA binding activity; Q9XUB2; MEX-5/FITC-TCR2 RNA binding, fluorescence polarization; stronger effect = lower value; activity score (negative = inhibition of binding), % at 10 µM; 300,000 tested, 0.38% active; AID 1832;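 active means inhibition past about -25% in most replicates, and total fluorescence under double the plate's negative control median, limit read from the data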;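 further: 0% = DMSO and -100% = 5 µM competing unlabeled TCR2 RNA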
# Bcl-xL primary: Bcl-xL (human) inhibition. inhibition, % at 10.9 µM. 320,000 tested, 0.7% active. Q07817. GST-Bcl-xL / FITC-Bim BH3 peptide fluorescence polarization;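 active means inhibition above the mean of all tested compounds plus 3 SD, cutoff set per campaign, cut at about 30% in these data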;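 further: 0% = DMSO wells and 100% = unlabeled Bim-BH3 peptide competitor; inhibitors lower millipolarization by displacing the labeled peptide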
# Target sequence (Q07817 whole entry, looked up): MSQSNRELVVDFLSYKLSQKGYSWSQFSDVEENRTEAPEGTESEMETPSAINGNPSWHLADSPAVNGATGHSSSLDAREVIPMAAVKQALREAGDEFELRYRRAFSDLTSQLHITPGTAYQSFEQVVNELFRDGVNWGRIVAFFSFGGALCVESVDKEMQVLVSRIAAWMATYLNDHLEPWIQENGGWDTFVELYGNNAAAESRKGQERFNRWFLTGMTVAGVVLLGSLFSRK
# An asterisk follows results filed as active; nt = no result given; [ ] = another dose, or the depositor's remark.
item	canonical_smiles	Bcl-xL primary	GLD-1 TGE inh	MEX-5 binding	CIT2-GFP yeast	MCL1-BIM inh	AGP1 TOR yeast	GRK2 inh	CR mimetic SO	VLA-4 inh
1	O=C(NN1C(=O)c2ccc(-c3ccc4c(c3)C(=O)N(NC(=O)c3cccnc3)C4=O)cc2C1=O)c1cccnc1	11	2	-15	112	9	106	0	96	2
2	O=C(CC1CCCCC1)NCC1CCCO1 (centres undefined)	5	-4	1.3	100	11	102	0	96	14
3	COc1cccc(NC(=O)CN(C)C(=O)Cn2cnc3ccccc3c2=O)c1	0	-8	-3.5	82	2	93	2	102	0
4	COc1ccc(CCNCc2ccc(OCc3ccc(Cl)nc3)c(OC)c2)cc1OC	2	0	2.7	106	2	103	0	94	3
5	O=C(CCc1ccccc1)N1CCN(Cc2ccc(F)cc2Cl)CC1	4	0	1.9	101	0	102	0	95	7
6	Cc1ccc(/C=C/C(=O)C2C(=O)c3ccccc3C2=O)cc1	1	1	-4.9	98	-2	102	4	99	-14
7	CCC(C)(C(=O)NC1CCCC1)N(Cc1ccco1)C(=O)Cc1cccs1 (centres undefined)	4	0	-0.4	98	6	99	0	107	26
8	COc1ccc(C(CNc2ccc(C(F)(F)F)cn2)N(C)C)cc1OC (centres undefined)	-2	-9	0.7	100	-1	97	2	97	16
9	O=S1(=O)CCC(N=Cc2cc(Br)ccc2O)C1 (centres undefined)	0	0	0.4	93	-4	99	3	77	17
10	Cc1cc(-c2nnc3sc(C4CCCCC4)nn23)n[nH]1	1	1	-0.1	101	6	nt	2	104	12
11	CC(=O)Nc1ccc(N(C(=O)Cc2c[nH]c3ccccc23)C(C(=O)NC2CCCCC2)c2ccco2)cc1 (centres undefined)	1	0	0.1	103	0	104	2	123	13
12	COCCSc1ccccc1C(=O)Nc1cc(C)on1	-3	2	-4.0	102	23	95	3	92	-22
13	CCCn1nc(NC(=O)c2ccccn2)c2cc3cc(C)ccc3nc21	1	2	0.3	95	3	102	5	126	2
14	CNC(=S)NNC(=O)c1sc(-c2cc(C)on2)nc1C	-8	-1	0.8	105	-8	117	0	95	-1
15	O=C(/C=C/c1ccco1)NCC(=O)N/N=C/c1ccc(Cl)cc1	1	3	-2.0	102	2	100	1	100	7
16	CC(=O)O[C@H]1CC[C@H]2[C@@H]3CCc4cc(O)ccc4[C@H]3CC[C@]12C	5	2	0.3	87	-3	87	0	105	-9
17	C/C(=N\NC(=O)c1c(Cl)c(C)nn1C)c1ccc(NC(=O)C2CCC2)cc1	6	2	-4.6	95[may fluoresce green]	5	102[may fluoresce green]	2	99	1
18	CN1CCN(NC(=S)Nc2ccc(Oc3ccccc3)cc2)CC1	4	3	0.7	102	17	109	0	108	6
19	CN(C)c1ccc(NC(=O)CCn2c(=S)oc3ccccc32)cc1	1	0	-0.7	95	30	94	0	93	-4
20	N#CCCN(C(=O)COC(=O)CNC(=O)c1ccc(-c2ccccc2)cc1)c1ccc(F)cc1	7	1	-2.2	94	-1	105	0	109	5
21	CN1CCC(N(C)C(=O)c2cccc(S(=O)(=O)N3CCOCC3)c2)CC1	5	5	nt	109	7	110	2	100	36
22	C/C(=N\NC(=O)c1c[nH]c2ccccc12)c1ccc2c(c1)OCO2	9	9	-1.6	100	10	100	2	87	9
23	NC1=NC(=O)C(CC(=O)NCc2ccccc2)S1 (centres undefined)	-2	4	-2.5	97	5	100	2	94	18
24	Cc1ccc2c(C)c(C(=O)N3CCN(Cc4ccccn4)CC3)oc2c1C	3	-3	-0.8	107	-3	100	0	94	5
25	Cc1ccc(C(=O)NN2C(=O)/C(=C/c3cccn3C)SC2=S)cc1	-37	-131	2.0	112	-81	111	1	106	15
26	CC(=O)c1cccc(OCc2cc(C(=O)NCCC3=CCCCC3)no2)c1	2	-1	nt	100	2	99	5	96	5
27	CCN(CC)CCNC(=O)c1cc([N+](=O)[O-])c(N(C)C)cc1OC	2	-1	3.9	104	4	103	3	86	6
28	CCN1CCN(CC(=O)Nc2nc3ccc(C)cc3s2)CC1	-4	3	1.6	96	-1	94	3	101	-1
29	COc1ccc(NS(=O)(=O)c2ccc3c(c2)oc(=O)n3C)cc1Cl	3	1	1.1	111	-1	102	0	85	-11
30	O=C(CSc1nnc(CN2CCCCCC2=O)n1-c1ccccn1)NCC(F)(F)F	-4	0	-3.5	101	5	103	3	122	-5
31	COc1ccc(-c2csc(Nc3ccccc3)[n+]2CC(O)c2ccc([N+](=O)[O-])cc2)cc1 (centres undefined)	5	2	1.2	100	4	103	1	96	0
32	Cc1ccc(S(=O)(=O)NNC(=S)NC(=O)c2ccc([N+](=O)[O-])cc2)cc1	15	0	-31*	111	17	101	0	92	18
33	COc1ccc(N2CCN(C(=O)Cc3ncc(C(F)(F)F)cc3Cl)CC2)cc1	5	3	-3.8	103	-2	100	2	95	-4
34	Cc1cc(NC2CCCC2)n2ncc(-c3ccccc3)c2n1	8	1	0.4	93	4	87	2	98	8
35	CCOC(=O)c1c(NC(=O)c2cc(-c3cccc(O)c3)on2)sc(C(C)=O)c1C	7	0	1.9	85	2	99	0	104	18
36	Cc1ccc(C(=O)Nc2cccnc2)cc1S(=O)(=O)N1CCOCC1	-1	-5	0.8	nt	-6	100	0	106	23
37	Cc1nnc(NC(=O)CSc2nnc(Cc3cccn3C)n2-c2ccccc2)s1	1	-6	-0.2	99	-7	100	3	114	9
38	Cc1ccc(NC(=O)CSc2nnc(-c3ccco3)o2)c(C)c1	6	5	1.3	99	-4	97	0	97	1
39	CCOc1ccc(CNC(=O)C2CCCN(c3nnc(C)c4c(C)n(-c5ccccc5)nc34)C2)cc1 (centres undefined)	5	-7	-1.9	102	0	88	0	102	32
40	Cc1sc2ncnc(N[C@@H](CCC(=O)O)C(=O)O)c2c1C	2	12	1.0	101	2	97	2	97	-6
41	O=C(O)c1cnn2c1C(=O)N(Cc1cccs1)CC2	1	-3	1.8	96	2	100	0	117	-35
42	CCCc1nc2c(=O)[nH]c3ccccc3c2o1	-3	-5	2.6	81	0	87	1	97	3
43	Cc1ccc(NC(=O)CCC(=O)NNC(=S)Nc2ccc(F)cc2)c(C)c1	4	2	-1.0	103	9	106	0	90	-14
44	COc1cc(OC)cc(C(=O)N/N=C/c2ccc(OC)c(COc3ccc(F)cc3)c2)c1	6	4	0.4	96	4	98	1	103	-2
45	Cc1ccc(NC(=O)CNc2cccc(C)c2C)c(C)c1	4	4	-0.1	93	3	101	0	98	1
46	CC(OC(=O)CCN=C1NS(=O)(=O)c2ccccc21)C(=O)Nc1ccc(F)cc1 (centres undefined)	-2	1	-0.1	94	-7	99	1	102	-1
47	CC(C)(C)OC(=O)C[C@@H]1C/C=C\C[C@H](CC(=O)NCCO)C(=O)N[C@@H](Cc2ccccc2)COC1=O	nt	1	nt	84	nt	94	0	86	23
48	COc1ccc2c(Cl)c(C(=O)NCCc3ccc(S(N)(=O)=O)cc3)sc2c1	-1	1	-0.3	109	8	109	0	105	7
49	CCOc1ccccc1NC(=O)C1CCCN(C(=O)Nc2ccccc2)C1 (centres undefined)	1	-3	1.3	112	2	100	0	92	0
50	CCc1ccccc1NC(=S)/N=C(\N)Nc1nc(C)c2cc(C)ccc2n1	9	1	0.2	84	17	90	1	92	7
51	CCOC(=O)c1c(C)[nH]c(NC(=O)Nc2c(C)n(C)n(-c3ccccc3)c2=O)c1C	7	9	1.2	101	9	103	4	122	6
52	O=C(COc1cccc(F)c1)NNC(=O)Cc1ccc(Br)cc1	-12	-4	nt	103	-11	100	0	106	-24
53	COc1ccc(-c2noc(N3CCC(C(=O)Nc4ccc(OC)cc4OC)CC3)n2)cc1	-1	2	1.5	104	-1	95	0	96	18
54	O=C(CCCCCNC(=O)N1CCn2c1nc1ccccc12)NCCc1ccccc1	10	-4	0.9	116	4	100	0	89	0
55	CCOC(=O)c1nn(-c2ccccc2F)c2nc(Nc3ccccc3)cc(=O)n12	-13	-13	10	108	-16	104	3	95	20
56	Cc1ccc(N2CC(C(=O)OCC(=O)C(C)(C)C)CC2=O)cc1 (centres undefined)	3	8	-2.9	106	2	89	0	94	3
57	Cc1cccc(NC(=O)C2CCCN2C(=O)NC2CCCCC2)c1 (centres undefined)	3	2	2.9	99	6	107	5	114	-3
58	COCCN1C(=S)NC(c2cccc(C(F)(F)F)c2)C(C(=O)N2CCOCC2)=C1C (centres undefined)	-1	-4	-3.7	89	2	96	0	107	25
59	O=C(Nc1ccc(N2CCCCC2)cc1)C1CCCN1S(=O)(=O)c1ccc(F)cc1 (centres undefined)	-4	2	nt	101	-5	102	2	106	-5
60	COc1ccc(NC(=O)c2cc(-c3ccccn3)nc3ccccc23)c(OC)c1	nt	2	nt	100	nt	97	0	102	-2

# (cont.)
item	canonical_smiles	Bcl-xL primary	GLD-1 TGE inh	MEX-5 binding	CIT2-GFP yeast	MCL1-BIM inh	AGP1 TOR yeast	GRK2 inh	CR mimetic SO	VLA-4 inh
61	COc1ccc(C(=O)COc2ccccc2C#N)cc1	1	1	-0.5	101	0	98	4	102	-2
62	Cc1cccc(NC(=O)/C(=C/c2cccc([N+](=O)[O-])c2)NC(=O)c2cccs2)c1	3	-1	2.2	107	7	102	1	105	12
63	CCc1ccc(CNC(=O)CC2C(=O)NCCN2Cc2ccccc2F)nc1 (centres undefined)	22	7	-0.3	101	17	99	1	117	10
64	COc1ccc(NC(=O)COC(=O)C2CC(=O)N(c3ccc(C)cc3)C2)cc1 (centres undefined)	4	-6	-0.3	83	-7	87	0	83	6
65	Cc1nc(SCC(=O)NCC2CCCO2)c2c3c(sc2n1)CCCC3 (centres undefined)	6	-5	0.6	101	9	95	0	83	1
66	O=C(O)c1cccc(-n2c(/C=C/c3cccc([N+](=O)[O-])c3)nc3ccccc3c2=O)c1	1	7	0.2	95	4	100	0	97	24
67	COc1cc(CC(=O)OCC(=O)NCc2ccc(C)cc2)cc(OC)c1OC	2	-11	nt	98	-4	106	1	88	11
68	CCNC(=S)N1CCC(C(O)(c2ccccc2)c2ccccc2)CC1	3	8	-0.8	103	5	103	3	95	-18
69	CC12CCC(CC1=O)C2(C)C (centres undefined)	2	-5	nt	101	-2	102	3	107	11
70	CC(=O)c1cc2c(cc1NC(=O)CCn1cccc1)OCO2	1	0	-2.4	96	-2	104	1	99	-6
71	CCc1nc(NC(=O)NS(=O)(=O)c2ccccc2C(=O)OC)nc(OC)n1	4	-1	0.2	102	2	95	0	148	-3
72	CC(Sc1nnc(-c2ccccc2F)n1C)C(=O)NC1CCCCC1 (centres undefined)	5	-2	nt	106	7	98	12	107	-7
73	COc1ccc(NC(=O)CN(C)C(=O)CCCSc2nc3ccccc3[nH]2)cc1	3	4	1.7	86	4	90	0	93	-4
74	Cc1ccc(-n2nc3c(c2NC(=O)c2cccs2)CS(=O)(=O)C3)cc1C	4	-8	1.0	96	13	108	0	93	3
75	CCN1CCN(c2cc(C)c3cc(NC(=S)N(CC)CC)ccc3n2)CC1	1	-7	3.8	100	4	104	0	91	4
76	c1ccc2c(c1)NC(c1ccncc1)n1c-2nc2ccccc21 (centres undefined)	-3	3	-1.9	79	1	96	0	92	0
77	COc1ccc(OC)c(NC(=O)CNC(=O)Cn2ccc3ccccc3c2=O)c1	0	-1	-3.7	94	1	98	0	104	24

# Screens (PubChem BioAssay)
